Runt-SMMHC FRET – Runt domain-CBFb-SMMHC interaction inhibition; Q01196+Q13951; Cerulean-Runt/Venus-CBFb-SMMHC FRET ratio 530/480, 1 h; inhibition, % at 20 µM; 220,000 tested, 0.74% active;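 active = mean inhibition across duplicate retests at 20 µM reaching about 50%, limit read from the data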;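 note: 0% = DMSO wells and 100% = wells with excess untagged CBFb-SMMHC; inhibitors lower the FRET ratio by blocking Runt binding to CBFb-SMMHC; some results filed as inactive read as strong as hits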
Hck Nef HTS – human Hck-Nef kinase inhibition. P08631. Recombinant Hck-YEEI plus Nef, Z-Lyte FRET kinase assay. 220,000 tested, 0.68% active. inhibition, % at 20 µM;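 active = Hck-Nef kinase inhibition above about 50%, limit read from the data; inactive = inhibition below that limit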;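 note: 0% = DMSO with Hck plus Nef and 100% = Hck alone without Nef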
Target sequence (P08631 whole entry, looked up): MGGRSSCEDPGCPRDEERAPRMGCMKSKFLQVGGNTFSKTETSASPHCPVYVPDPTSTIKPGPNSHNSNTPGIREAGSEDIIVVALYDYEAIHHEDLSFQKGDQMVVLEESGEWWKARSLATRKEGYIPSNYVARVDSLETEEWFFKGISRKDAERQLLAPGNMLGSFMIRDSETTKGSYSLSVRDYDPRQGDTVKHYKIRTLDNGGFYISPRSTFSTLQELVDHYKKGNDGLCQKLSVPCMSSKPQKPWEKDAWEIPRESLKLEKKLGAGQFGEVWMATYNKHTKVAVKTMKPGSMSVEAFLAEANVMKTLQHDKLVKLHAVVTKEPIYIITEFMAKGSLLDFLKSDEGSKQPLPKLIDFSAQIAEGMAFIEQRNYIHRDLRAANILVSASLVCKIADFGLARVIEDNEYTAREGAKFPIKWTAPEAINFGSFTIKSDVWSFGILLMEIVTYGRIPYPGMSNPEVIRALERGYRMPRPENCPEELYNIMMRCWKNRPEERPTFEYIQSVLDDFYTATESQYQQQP
Tb hexokinase – blocks Trypanosoma brucei hexokinase 1 activity. recombinant TbHK1, G6PDH-coupled NADH A340. inhibition, % at 10 µM. 220,000 tested, 0.11% active. AID 1430;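 active = inhibition of 50% or more in the single-dose primary screen; inactive = inhibition below 50%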
p47phox inh – blocks human p47phox regulatory protein of NADPH oxidases; p47phox/p22phox peptide binding, fluorescence polarization, 2 h; AID 1274; P14598; inhibition, % at 24.7 µM; 220,000 tested, 0.53% active;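 active = inhibition above about 30%, limit read from the data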;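 note: 0% = p47phox with labelled peptide and 100% = labelled peptide alone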
Target sequence (P14598 whole entry, looked up): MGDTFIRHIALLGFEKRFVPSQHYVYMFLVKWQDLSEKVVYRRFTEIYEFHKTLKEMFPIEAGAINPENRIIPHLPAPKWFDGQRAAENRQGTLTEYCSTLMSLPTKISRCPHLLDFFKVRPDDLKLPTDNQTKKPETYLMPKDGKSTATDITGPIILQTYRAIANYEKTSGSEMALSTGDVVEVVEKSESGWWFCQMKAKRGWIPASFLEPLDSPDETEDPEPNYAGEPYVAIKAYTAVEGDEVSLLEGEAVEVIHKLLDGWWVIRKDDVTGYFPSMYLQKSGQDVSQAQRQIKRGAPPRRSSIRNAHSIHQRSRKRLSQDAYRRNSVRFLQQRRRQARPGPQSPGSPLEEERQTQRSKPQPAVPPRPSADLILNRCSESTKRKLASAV
14-3-3 Bad PPI – disrupts binding of bovine 14-3-3 zeta to phospho-Bad peptide. 220,000 tested, 0.71% active. inhibition, % at 21.7 µM. TR-FRET 14-3-3zeta/Dy647-pBad peptide displacement, 1 h. AID 781. P63103;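 active = inhibition above about 70%, limit read from the data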;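 note: 0% = full 14-3-3 plus peptide FRET controls and 100% = background without 14-3-3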
zVAD death inh – blocks zVAD induced death of L929 cells | AID 1377 | 220,000 tested, 0.38% active | L929 zVAD necroptosis rescue, ATP luminescence, 24 h; with zVAD 60 µM | viability rescue, % at 10 µM;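 active = activation, scaled between plate controls, above about 75%, limit read from the data; inactive = activation under that limit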;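 note: 0% = zVAD with DMSO and 100% = DMSO alone without zVAD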
Mdm2 ligase inh – Mdm2 E3 ligase (human) inhibition; cell-based MDM2 ubiquitination luciferase reporter, 2 h; 0 = plate control, 100 = twice control, blank-subtracted; signal enhancement, % at 5 µM; 210,000 tested, 0.11% active;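 active = signal enhancement of 30% or more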;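 note: luminescence tracks abundance of the self-degrading MDM2-luciferase fusion protein; higher signal means inhibition of MDM2 E3 ligase activity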
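Material: Stable MDM2–luciferase fusion reporter cells | Amount: 2000 cells seeded into each well | Dosing: One concentration, 5 µM, with 0.2% DMSO | Incubation: 4 h cell settling then 2 h compound exposure, 37 °C | Measured by: Luciferase luminescence | Read-out basis: % enhancement relative to plate controls after blank subtraction | Benchmarks: Control and blank well means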
EBV gp42 inh – EBV gp42 inhibition. inhibition, % (tested at 21.74 µM). 220,000 tested, 0.42% active. Fluorescence polarization binding assay, mP read-out; in the data active = inhibition above about 50%
Runt-CBFb FRET – Runt domain-CBFb interaction inhibition; inhibition, % at 20 µM; AID 1496; Cerulean-Runt/Venus-CBFb FRET ratio 530/480, 1 h; 220,000 tested, 0.46% active;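 active = inhibition over about 50% at 20 µM in the single-dose screen, limit read from the data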;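 note: 0% = DMSO wells and 100% = excess unlabeled CBFb competitor control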
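Reagent – Venus-CBFb binding partner, 100 nM · Assay system – Cerulean-tagged RUNX1 Runt domain (FRET donor) fusion protein · Input – 100 nM per protein · Incubation – two 1 h room-temperature incubations shielded from light · Measured by – FRET fluorescence · Medium – Tris buffer pH 7.5 with salts and BSA · Benchmarks – unlabeled CBFb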
The depositor's hits bear a star; . = no result given; [ ] = remark or other dose.

1. Cc1cccc(NC(=O)Cn2nc(C(F)(F)F)cc2C2CC2)c1
2. O=S(=O)(c1ccc(Cl)cc1)N1CCCC1c1nc2ccccc2s1 (configuration not stated)
3. O=C(O)CSc1nnc(Cn2cnc3ccccc32)n1CCc1ccccc1
4. CCOc1ccccc1NC(=O)C1=C(C)NC(=O)NC1c1cccs1 (configuration not stated)
5. COc1ccc(N(C)C(=O)c2cnc(N3CCN(c4ncccn4)CC3)c3ccccc23)cc1
6. COc1ccccc1-c1nnc(SCC(=O)c2ccc(C3CCCCC3)cc2)n1Cc1ccco1
screen / no.	1	2	3	4	5	6
Runt-SMMHC FRET	0	-1	-1	1	3	3
Hck Nef HTS	1	3	-1	14	2	-11
Tb hexokinase	1	6	22	-10	-17	16
p47phox inh	-3	-7	8	.	-9	-18
14-3-3 Bad PPI	-5	-3	-4	-6	4[fluorescence artefact?]	-10
zVAD death inh	-0.1	0.5	2.8	-0.1	0.0	0.3
Mdm2 ligase inh	-27	6	-3	6	.	-13
EBV gp42 inh	-19	-6	0	-2	3	-7
Runt-CBFb FRET	2	2	0	2	-2	-8

7. CCS(=O)(=O)N1CCN(Cc2c[nH]c3ccccc23)CC1
8. Cc1cc(C)cc(OCCCCCNCCO)c1
9. O=C(c1ccco1)N1CCN(CC(O)Cn2c3ccccc3c3ccccc32)CC1 (configuration not stated)
10. CCC(c1nnnn1Cc1ccccc1)N(Cc1ccco1)Cc1cc2cc(OC)ccc2[nH]c1=O (configuration not stated)
11. Cc1ccc(C(=O)NCC(=O)N2CCN(S(=O)(=O)c3cccs3)CC2)s1
12. Cc1ccc2oc(-c3ccc(NC(=O)c4cccnc4)cc3)nc2c1
screen / no.	7	8	9	10	11	12
Runt-SMMHC FRET	-3	-2	-4	-62	0	-9
Hck Nef HTS	21	0	-1	2	22	1
Tb hexokinase	2	2	-21	-9	-6	-34
p47phox inh	3	-9	-19	-54	-7	-18
14-3-3 Bad PPI	25	12	-8	-6	-4	25
zVAD death inh	-0.1	0.2	-0.7	-0.7	1.8	0.6
Mdm2 ligase inh	-5	-13	10	1	6	-8
EBV gp42 inh	-4	-18	-13	-14	-23	-6
Runt-CBFb FRET	1	10	-1	-25	-1	-8

13. O=[N+]([O-])c1ccc(S(=O)(=O)N2CCSC2c2ccco2)cc1 (configuration not stated)
14. O=C(O)C1CCCCC1C(=O)Nc1cccc2ccccc12 (configuration not stated)
15. O=C(NC(NC(=S)Nc1ccc(Cl)cc1Cl)C(Cl)(Cl)Cl)c1cccc([N+](=O)[O-])c1 (configuration not stated)
16. CCN(CC)CCCNC(=O)c1ccc(OCC(=O)Nc2ccccc2C(F)(F)F)c(OC)c1
17. C#CCO[C@@H]1C[C@H](n2cnc3c(=O)[nH]c(NC(=O)C(C)C)nc32)O[C@@H]1CO
18. CCCCN(C)C1CCN(C(=S)Nc2ccc(OC)cc2)CC1
screen / no.	13	14	15	16	17	18
Runt-SMMHC FRET	0	5	-7	-6	-4	2
Hck Nef HTS	21	-1	1	19	16	5
Tb hexokinase	-7	3	12	1	-7	1
p47phox inh	-6	-8	-12	-13	3	-8
14-3-3 Bad PPI	-11	-15	-18	-2	3	-9
zVAD death inh	0.8	0.1	1.2	1.9	-1.1	0.5
Mdm2 ligase inh	-15	-3	-2	-10	-20	-5
EBV gp42 inh	-22	-11	60*	-12	-12	-18
Runt-CBFb FRET	3	9	.	-1	0	-2

19. OC(Cn1cncn1)c1ccc(Cl)cc1 (configuration not stated)
20. Nc1cc(=O)nc(SCC(=O)N(C2CCCCC2)C2CCCCC2)n1-c1ccccc1
21. CCc1ccccc1NC(=S)N(CCN1CCCCC1)Cc1ccco1
22. Cc1nc2c3cc(F)ccc3n(Cc3ccccc3)c2s1
23. COc1cc(/C=N/NC(=O)CC23CC4CC(CC(C4)C2)C3)cc(Br)c1OCC(=O)N(C)C
24. CC(C)[C@H](NC(=O)c1ccc(C(C)(C)C)cc1)C(=O)Nc1nnc(C2CC2)s1
screen / no.	19	20	21	22	23	24
Runt-SMMHC FRET	-4	-7	3	2	-3	5
Hck Nef HTS	3	3	20	0	1	2
Tb hexokinase	-3	6	0	-1	38	31
p47phox inh	-4	-25	-4	-15	-8	-2
14-3-3 Bad PPI	8	-1	-11	-4[fluorescence artefact?]	-41	-7[fluorescence artefact?]
zVAD death inh	2.0	1.2	-1.6	-0.2	3.1	-0.2
Mdm2 ligase inh	-9	11	-7	.	-3	-8
EBV gp42 inh	-16	-28	3	9	-1	-13
Runt-CBFb FRET	-1	-4	-1	10	-2	-2

25. CCN(CC)S(=O)(=O)c1ccc(Cl)c(C(=O)Nc2nncs2)c1
26. O=C(Nc1ncc(Cc2cccc(Cl)c2)s1)C1CCCO1 (configuration not stated)
27. CCCN1CCN(C(=O)CCCn2c(C)c3cnn(-c4ccccc4)c(=O)c3c2C)CC1
28. CCCN(CCC)S(=O)(=O)c1ccc(NC(=O)C2CCCO2)cc1 (configuration not stated)
29. CC(C)n1nc(C(=O)NCc2ccc3c(c2)OCO3)c2ccccc2c1=O
30. COC(=O)c1ccc(NC(=O)Nc2ccc3c(c2)nc(C)n3C)cc1
screen / no.	25	26	27	28	29	30
Runt-SMMHC FRET	5	-2	-2	0	-1	2
Hck Nef HTS	5	0	5	9	-5	17
Tb hexokinase	-1	6	-2	-1	-3	-3
p47phox inh	-12	-28	-7	-5	-14	1
14-3-3 Bad PPI	-7	-4	-5	1	1	-10
zVAD death inh	1.6	0.0	-1.0	-0.9	-0.1	59
Mdm2 ligase inh	-5	.	-7	-2	-28	11
EBV gp42 inh	-9	0	-17	-8	-13	-8
Runt-CBFb FRET	2	-2	2	-2	-2	1

31. CC(Sc1nc(-c2ccccc2)cc(=O)[nH]1)C(=O)O (configuration not stated)
32. CC(C)(C)OC(=O)NCCCCCNC(=O)c1[nH]cnc1C(=O)N[C@@H](Cc1ccccc1)C(=O)OCc1ccccc1
33. CCOC(=O)Cc1csc(NC(=O)/C=C/c2cccc(Br)c2)n1
34. CC(=O)NCCc1cc2ccc(C)cc2[nH]c1=O
35. CCC1(CC)NC(=O)N(Cc2nc3ccccc3s2)C1=O
36. CCC(NC(=O)C1CCC1)c1ccccc1 (configuration not stated)
screen / no.	31	32	33	34	35	36
Runt-SMMHC FRET	-1	-6	0	-3	1	2
Hck Nef HTS	1	4	25	0	28	-1
Tb hexokinase	-7	4	-4	-12	1	2
p47phox inh	-7	.	-1	-10	-17	-1
14-3-3 Bad PPI	0	-21	-7	3	-5	10
zVAD death inh	0.2	9.4	4.2	0.3	1.6	1.2
Mdm2 ligase inh	-16	.	-14	-4	-8	.
EBV gp42 inh	-2	-2	-17	-16	-15	-29
Runt-CBFb FRET	0	-10	0	-2	-1	1

37. O=C(NC1CCCCC1)c1ccc(CS(=O)(=O)Cc2ccccc2F)o1
38. CC(=O)/C(CN1CCCCC1)=N\O
39. Cc1ccc(NS(=O)(=O)c2ccc(CCC(=O)NC3CC3)cc2)cc1
40. Cn1c(-c2cc(Br)ccc2O)n[nH]c1=S
41. Cn1cc(C(=O)N2CCc3ccccc3C2)c(=O)c2cc(S(=O)(=O)N3CCOCC3)ccc21
42. COc1cc(C(=O)N(Cc2ccc(N(C)C)cc2)C2CCS(=O)(=O)C2)cc(OC)c1OC (configuration not stated)
screen / no.	37	38	39	40	41	42
Runt-SMMHC FRET	10	-2	-2	12	-3	2
Hck Nef HTS	1	0	6	-4	14	2
Tb hexokinase	0	6	-3	0	-18	3
p47phox inh	-16	-9	-16	-8	12	7
14-3-3 Bad PPI	1	50	-9[fluorescence artefact?]	-6	9	95*
zVAD death inh	0.8	0.0	0.3	5.0	0.7	-0.5
Mdm2 ligase inh	-7	-12	-20	7	-12	-25
EBV gp42 inh	5	-9	5	-2	-6	-11
Runt-CBFb FRET	-1	-3	1	5	1	2

43. C/C(=N\NC(=O)CC1N=C(Cc2ccccc2)NNC1=O)c1ccncc1 (configuration not stated)
44. CN(Cc1ccccc1)S(=O)(=O)c1ccc(Cl)c(C(=O)O)c1
45. CC(=O)N(c1nc(CCl)cs1)c1cccc(C)c1C
46. C/C(=N\N=C(N)N)c1cccc([N+](=O)[O-])c1
47. CCCCn1c(=O)n(CC(=O)NCc2ccc(C)cc2)c(=O)c2c1nc(CO)n2CCC
48. Cc1occc1C(=O)Nc1ccc(Br)cc1F
screen / no.	43	44	45	46	47	48
Runt-SMMHC FRET	-5	2	4	-2	-6	-2
Hck Nef HTS	10	0	22	2	1	1
Tb hexokinase	-5	-7	0	-17	1	0
p47phox inh	-6	-2	-7	6	-2	-12
14-3-3 Bad PPI	-5	-5	-9	5	0	0
zVAD death inh	1.2	-0.1	3.7	-0.5	1.3	0.6
Mdm2 ligase inh	-11	15	-3	-16	-8	-11
EBV gp42 inh	-13	-13	-21	-10	-28	15
Runt-CBFb FRET	0	1	1	2	-3	1

49. O=C(c1ccccc1Oc1ccccc1)N1CCN(c2ccccc2F)CC1
50. CCCc1nn(-c2cc(Cl)ccc2OC)c2c1C(=O)CC(C)(C)C2
51. CCC(CC)C(=O)Nc1cccc(C(=O)N2CCCC2)c1
52. Cc1occc1C(=O)Nc1ccccc1C(=O)O
53. S=c1[nH]nc2nnc3ccccc3n12
54. CCOC(=O)Nc1ccc(C(=O)/C=C/c2ccccc2)cc1
55. Cc1c(C(=O)O)oc2c1C(=O)CC(C)(C)C2
screen / no.	49	50	51	52	53	54	55
Runt-SMMHC FRET	-3	-2	-1	0	4	-1	.
Hck Nef HTS	-1	3	0	2	16	9	22
Tb hexokinase	16	1	4	7	-15	-24	0
p47phox inh	-7	-6	6	1	-6	-15	-4
14-3-3 Bad PPI	5	4	10	44[fluorescence artefact?]	5	6	-8
zVAD death inh	0.3	-0.4	-0.2	0.5	-0.3	0.5	1.4
Mdm2 ligase inh	-13	-5	-17	0	-5	4	-9
EBV gp42 inh	-9	-15	-1	-11	-13	-11	-8
Runt-CBFb FRET	-2	2	1	0	19	0	.
